MsrA inhibitor: inhibitors of bovine MsrA; purified bovine MsrA, absorbance read-out; actives 0.75% (n = 360,000); inhibition, % at 15.5 µM; in the data active = inhibition above about 4.5%;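 also: 0% = vehicle wells with enzyme and 100% = reference inhibitor wells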
DNMT1 block: blocks human DNA methyltransferase DNMT1; P26358; DNMT1 molecular beacon, Hinp1I cleavage, fluorescence; inhibition (reported as % activation of signal), % at 10 µM; actives 0.83% (n = 360,000); AID 588458; in the data active = inhibition above about 50%
Tb MetRS inh: Trypanosoma brucei MetRS inhibition | purified T. brucei MetRS, ATP depletion, Kinase-Glo luminescence | inhibition, % at 11.9 µM | actives 0.4% (n = 360,000) | AID 624268;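 active = inhibition above a per-plate cutoff of the control wells' mean inhibition plus 3 SD, cut at about 5.5% in these data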;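 also: 0% = DMSO wells median and 100% = median of wells with control inhibitor compound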
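Material – parasite MetRS enzyme · Medium – HEPES-MgCl2-KCl buffer plus DTT, spermine, BSA, pyrophosphatase · Reagent – ATP, methionine and E. coli bulk tRNA substrates · Times – 15 min enzyme-compound preincubation, 2 h reaction, 10 min detection, 25 °C · Measured by – luminescence of leftover ATP · Evaluation – percent inhibition relative to median high and low control wells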
LMPTP block: LMPTP (human) inhibition. recombinant LMPTP-A, OMFP fluorogenic substrate, fluorescence intensity. inhibition, % at 20 µM. actives 0.22% (n = 360,000);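 active = compounds that cut the enzyme signal by at least half of the control window in the single-dose screen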;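 also: plate controls were DMSO wells with enzyme plus substrate for no effect and substrate without enzyme for full effect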
Target sequence (P24666 whole entry, looked up): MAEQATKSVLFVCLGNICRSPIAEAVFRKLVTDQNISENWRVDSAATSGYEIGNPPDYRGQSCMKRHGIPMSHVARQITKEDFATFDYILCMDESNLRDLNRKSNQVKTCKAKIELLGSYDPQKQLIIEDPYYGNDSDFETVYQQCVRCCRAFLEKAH
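Test system: LMPTP-A phosphatase enzyme. Amount: LMPTP-A at 0.625 nM final in the reaction. Reagent: OMFP substrate, 400 µM final. Times: 50 min at room temperature. Signal: endpoint fluorescence intensity from OMFP dephosphorylation. Read-out basis: % inhibition. Benchmarks: no-enzyme and uninhibited controls.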
NadD inh: inhibitors of Staphylococcus aureus NadD; AID 602399; inhibition, % at 20 µM; actives 0.78% (n = 360,000); purified NadD enzyme, colorimetric absorbance read-out; in the data active = inhibition above about 26%; also: some compounds past the cut are filed as inactive
CSN deneddyl inh: inhibitors of human CSN-mediated cullin deneddylation | Purified CSN, SCF-Nedd8-OG deneddylation, fluorescence polarization | Q92905 | actives 0.38% (n = 360,000) | inhibition, % at 12.5 µM | AID 651999;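 active = pattern-corrected inhibition above about 35%, with an unprinted fluorescence ratio check between 0.5 and 1.5, limit read from the data, passing the limit was not always enough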;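 also: 0% = enzyme with substrate and 100% = substrate without enzyme; some results filed as inactive read as strong as hits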
Target sequence (Q92905 whole entry, looked up, one chain of several): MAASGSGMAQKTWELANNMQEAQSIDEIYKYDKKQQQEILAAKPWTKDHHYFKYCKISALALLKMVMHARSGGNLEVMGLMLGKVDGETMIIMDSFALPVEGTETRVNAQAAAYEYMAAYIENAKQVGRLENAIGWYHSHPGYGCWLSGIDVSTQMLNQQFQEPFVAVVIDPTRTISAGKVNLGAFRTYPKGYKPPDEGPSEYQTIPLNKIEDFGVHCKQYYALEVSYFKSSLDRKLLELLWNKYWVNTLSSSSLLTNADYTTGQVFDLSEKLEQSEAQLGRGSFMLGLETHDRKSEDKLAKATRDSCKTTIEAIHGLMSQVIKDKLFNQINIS
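Assay system: HEK293T-derived human Csn5 enzyme; quantity: 0.24 nM enzyme; medium: Tris/NaCl/DTT buffer, pH 7.5; also added: substrate SCFSkp2-Nedd8OG, 10 nM; doses: 12.5 µM compound; schedule: 90 min reaction at room temperature; signal: FP; read-out: % inhibition of substrate cleavage by Csn5; benchmarks: substrate-only high control, full reaction low control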
STEP block: blocks human striatal-enriched tyrosine phosphatase | P54829 | recombinant STEP, OMFP fluorogenic substrate, fluorescence | inhibition, % at 20 µM | actives 0.25% (n = 360,000);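 active = inhibition at 20 µM, scaled per plate between control wells, above about 37%, limit read from the data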;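 also: 0% = DMSO with enzyme and substrate and 100% = substrate only without enzyme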
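Material: STEP (striatal-enriched tyrosine phosphatase) enzyme, cell-free; Compound dosing: 20 µM single dose in 1% DMSO; Technique: fluorescence read at 480 nm ex / 540 nm em; Times: reaction 20 min, ambient temperature; Medium: 50 mM Bis-Tris pH 6.0 with 2.5 mM DTT and 0.005% Tween 20; Also added: OMFP at 25 µM.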
Rpn11 inh: Rpn11 (human) deubiquitinase inhibition; O00487; human 26S proteasome, Ub4-pepOG fluorescence polarization; 20S core pre-blocked with epoxomicin; calls only at 20 µM; actives 0.59% (n = 360,000);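 active = inhibition at 20 µM, scaled to each plate's controls, above about 33%, limit read from the data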
Target sequence (O00487 whole entry, looked up): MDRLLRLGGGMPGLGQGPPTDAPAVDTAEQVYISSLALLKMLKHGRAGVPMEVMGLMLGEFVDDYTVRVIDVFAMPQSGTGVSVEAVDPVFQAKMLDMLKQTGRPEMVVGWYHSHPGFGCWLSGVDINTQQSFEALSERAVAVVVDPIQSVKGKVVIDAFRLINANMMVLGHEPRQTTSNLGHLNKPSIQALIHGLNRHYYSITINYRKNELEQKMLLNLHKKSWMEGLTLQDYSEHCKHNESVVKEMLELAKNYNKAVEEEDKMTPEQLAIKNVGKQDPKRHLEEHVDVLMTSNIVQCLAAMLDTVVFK
Scp1 inh: blocks human Scp-1 phosphatase activity; Q9GZU7; Recombinant Scp1, phosphopeptide, malachite green phosphate absorbance; inhibition, % at 20 µM; actives 0.88% (n = 340,000);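 active = inhibition above about 50% at 20 µM, limit read from the data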;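 also: plate controls were DMSO wells with enzyme for no effect and wells lacking enzyme for full effect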
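System: SCP-1 catalytic domain; Reagent: Phospho 17-mer peptide substrate; Doses: one concentration, 20 µM, with 1.0% DMSO; Incubation: 45 min room-temperature reaction, 5 min colour, 30 min stabiliser; Signal: Phosphate-binding colour reagent, absorbance read at 630 nm.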
SUMO1-SIM PPI: modulators of human SUMO1-mediated protein-protein interactions. SUMO1 binding to a labelled peptide, TR-FRET, 1 h. AID 602429. inhibition, % at 20 µM. actives 0.33% (n = 360,000). P63165; in the data active = inhibition above about 37%
Target sequence (P63165 whole entry, looked up): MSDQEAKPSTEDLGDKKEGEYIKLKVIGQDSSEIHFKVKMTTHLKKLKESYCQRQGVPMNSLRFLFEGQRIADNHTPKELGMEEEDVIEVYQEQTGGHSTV
* = called active by the depositor; i = inactive; x = not tested or not shown; + = active, no number.

SMILES	MsrA inhibitor	DNMT1 block	Tb MetRS inh	LMPTP block	NadD inh	CSN deneddyl inh	STEP block	Rpn11 inh	Scp1 inh	SUMO1-SIM PPI
NS(=O)(=O)c1ccc(CNC(=O)c2cc(=O)c3ccccc3o2)cc1	-0.8	-1	-0.9	-2.0	0	3	-1	i	1	-18
CC(C)(C)c1nc(SCC(=O)NC2CCCC2)c2ccccc2n1	0.0	3	-0.2	1.3	4	-1	1	i	-2	0
O=C(CC1C(=O)NC2CCCCC2N1C(=O)c1ccc(F)cc1)Nc1ccccc1 (configuration not stated)	0.9	-1	-0.2	-0.4	3	1	-3	i	-6	-2
NC(=O)CSc1n[nH]c(-c2ccco2)n1	1.9	0	-0.5	-1.0	-5	1	-1	i	-13	-5
CCCCNc1c(-c2ccc(F)cc2)nc2nc(C)cc(C)n12	0.4	x	-1.8	-0.8	2	7	x	x	x	-6
COc1cccc(C(=O)OC(C)C(=O)NCC2CCCCC2)c1 (configuration not stated)	-0.5	1	-0.3	-0.4	-5	-1	-3	i	-2	0
CCOC(=O)c1sc(NC(=O)c2ccc(C)s2)cc1C	2.5	-1	-0.4	-0.4	-8	-1	-20	i	-2	4
COc1ccc(CC(NC(C)=O)C(=O)NC2CCN(C(=O)Nc3ccccc3C)CC2)cc1OC (configuration not stated)	0.0	-2	0.0	-0.3	-4	0	1	i	-7	1
Cc1ccc(OCCn2c(=O)oc3ccc(C)cc32)cc1	1.4	2	-1.9	0.3	-4	-14	0	i	1	3
CCCCCN(C(=O)NC(=O)Nc1ccccc1C)S(=O)(=O)c1ccccc1	-0.4	-2	0.1	-0.6	-1	-1	0	i	4	4
O=C(CNS(=O)(=O)c1ccccc1F)OCC(=O)c1c[nH]c2ccccc12	0.5	-11	0.1	0.7	-2	-1	-1	i	-9	1
O=C(CCNC(=O)c1ccc(Br)cc1)Nc1ccc(S(=O)(=O)N2CCOCC2)cc1	-1.0	0	-0.1	-7.9	2	-4	-1	i	-7	5
Nc1nc(NCCCN2CCOCC2)nc(Nc2ccc(F)cc2)c1[N+](=O)[O-]	3.1	-1	-0.7	0.5	-2	2	1	i	-8	-8
C(=NN=Cc1c[nH]c2ccccc12)c1c[nH]c2ccccc12	1.8	-34	0.2	2.4	0	-2	-6	i	x	-3
O=[N+]([O-])c1ccc(S(=O)(=O)NCC2CCCO2)cc1 (configuration not stated)	-1.4	0	-0.6	-0.9	1	0	-1	i	6	-29
CC(C)(C)n1nnnc1C(c1ccccc1)N1CCN(C/C=C/c2ccccc2)CC1 (configuration not stated)	-1.1	5	-0.8	-0.4	-12	-2	3	i	x	2
Oc1c(N=NC(=S)Nc2ccccc2F)c2ccccc2n1Cc1ccccc1Cl	-0.3	-2	-0.7	3.0	19	-6	2	i	-17	-4
O=C(O)c1cccc(NC(=S)N/N=C/c2ccccc2OCc2cccc(Br)c2)c1	1.2	32	1.7	2.3	51*	2	0	i	3	19
COc1ccc(C(=O)[C@H]2[C@H]3C(=O)N(c4ccc(OC(C)=O)cc4)C(=O)[C@H]3C3C=CC=NN32)cc1 (some centres not stated)	0.3	-16	2.2	1.1	13	3	-1	i	-14	-17
CC/C(C)=N/Nc1nc2c(c(=O)[nH]c(=O)n2C)n1Cc1ccccc1	1.6	-1	-0.8	-0.6	9	-4	1	i	-6	1

Given with two lines to a compound: 2 of the compounds above
Under each structure: MsrA inhibitor | DNMT1 block | Tb MetRS inh | LMPTP block | NadD inh | CSN deneddyl inh | STEP block | Rpn11 inh | Scp1 inh | SUMO1-SIM PPI
O=C(CCNC(=O)c1ccc(Br)cc1)Nc1ccc(S(=O)(=O)N2CCOCC2)cc1
 : -1.0 | 0 | -0.1 | -7.9 | 2 | -4 | -1 | i | -7 | 5
Oc1c(N=NC(=S)Nc2ccccc2F)c2ccccc2n1Cc1ccccc1Cl
 : -0.3 | -2 | -0.7 | 3.0 | 19 | -6 | 2 | i | -17 | -4

Returning to the listing with the two entries that preceded the break.
SMILES	MsrA inhibitor	DNMT1 block	Tb MetRS inh	LMPTP block	NadD inh	CSN deneddyl inh	STEP block	Rpn11 inh	Scp1 inh	SUMO1-SIM PPI
COc1ccc(C(=O)[C@H]2[C@H]3C(=O)N(c4ccc(OC(C)=O)cc4)C(=O)[C@H]3C3C=CC=NN32)cc1 (some centres not stated)	0.3	-16	2.2	1.1	13	3	-1	i	-14	-17
CC/C(C)=N/Nc1nc2c(c(=O)[nH]c(=O)n2C)n1Cc1ccccc1	1.6	-1	-0.8	-0.6	9	-4	1	i	-6	1
CCOC(=O)c1cc(CC)sc1NC(=O)c1cc([N+](=O)[O-])ccc1N1CCOCC1	-1.0	-4	-1.1	4.2	4	2	2	i	-13	-5
Cn1c(NCCc2ccncc2)nc2cc(-c3ccccc3)sc2c1=O	1.1	-5	-0.1	3.1	1	10	1	i	x	-6
C/C(Cl)=C/Cc1c(C)[nH]c2ccc(C)cc2c1=O	-1.3	12	1.7	-0.4	-4	-4	-1	i	-2	3
Cc1cc(S(=O)(=O)NCc2ccccc2)ccc1OCC(=O)NCc1cccnc1	-0.6	1	-0.3	-1.0	-4	4	2	i	-8	-4
O=C(CSc1nnc(-c2ccncc2)n1-c1ccccc1)NCC1CCCO1 (configuration not stated)	-0.3	-2	-0.4	-2.4	-6	2	1	i	-5	0
COc1ccc(CCN(Cc2cc3cccc(C)c3[nH]c2=O)C(=O)NC2CCCCC2)cc1OC	0.6	0	-0.6	0.2	13	0	-3	i	0	6
CC(C)(C)c1ccc(-c2n[nH]c(=S)n2CC2CCCO2)cc1 (configuration not stated)	2.0	0	-0.2	-0.7	-2	-7	2	i	3	-3
CCOCCOC(NC(=O)c1ccccc1)(C(F)(F)F)C(F)(F)F	0.6	15	-1.5	2.2	0	0	-2	i	-3	0
Cc1cccc(OCC(=O)Nc2nccs2)c1C	-1.1	1	-0.7	0.3	2	1	1	i	-6	4
O=S(=O)(c1ccc(OCC(O)CN2CCCC2)cc1)N1CCOCC1 (configuration not stated)	0.7	2	1.3	-0.5	4	-3	5	i	-2	4
O=C(OC(C(=O)NCc1ccc2c(c1)OCO2)c1ccc(Cl)cc1)c1ccco1 (configuration not stated)	-1.2	-11	1.2	1.5	-3	-3	0	i	-10	0
Cc1nc(C(N)=O)nc2ccccc12	0.5	1	-1.3	-0.1	3	-2	-1	i	10	-1
O=C(OCc1ccco1)c1ccc(S(=O)(=O)N2CCCCC2)cc1	0.6	49	-1.2	5.1	6	11	-5	i	41	2
CNC(=O)NC(=O)C(OC(=O)CCNS(=O)(=O)c1ccccc1)c1ccccc1 (configuration not stated)	0.0	1	0.2	-1.2	-6	-1	0	i	-8	4
O=C(CCC(=O)OCc1cccc(C(=O)Oc2ccccc2)c1)Nc1cccc2ccccc12	0.3	-1	-1.1	2.3	-4	-2	0	i	-16	-4
Cc1c(C(=O)N2CCCCC2)c(S(=O)(=O)NCc2ccc(N(C)C)cc2)c(C)n1C	-0.1	5	-0.6	0.2	1	4	1	i	17	4
CN(C)c1ccc(N=Nc2ccccc2C(=O)OCC(=O)NC2CCCC2)cc1	0.1	-11	-1.6	12	5	4	6	i	-4	-64
CCN=C1SC(CC(N)=O)C(=O)N1CC (configuration not stated)	2.2	8	0.0	-0.2	5	-3	-1	i	-2	0
CCN(C(=O)COC(=O)C1CC1)c1c(N)n(Cc2ccccc2)c(=O)[nH]c1=O	0.1	1	-0.7	-1.0	-4	1	2	i	6	-2
O=S(=O)(c1ccccc1)N1CCN(C2CCN(Cc3ccccc3)CC2)CC1	-1.0	3	-0.1	-1.6	-3	3	2	i	-9	2
CC1(C)Cc2c(c(N3CCCCC3)[nH]c(=S)c2C#N)CS1	-0.3	-2	-0.4	1.1	6	-9	-3	i	-4	0
CN(C)c1ccc(-c2n[nH]c(=S)n2-c2ccccc2)cc1	0.1	0	-0.1	-0.8	0	-4	6	i	-4	1
C=CCOc1ccccc1CNn1nnnc1N	-0.1	-4	-0.2	-1.1	-4	-5	-1	i	-3	-2
Cc1ccc(C)n1-n1c(C)nc2sc(-c3ccccc3)cc2c1=O	1.4	-2	-1.4	1.8	-2	1	4	i	-3	-12
O=C1CC(c2ccc(F)cc2)Sc2nc(-c3ccccc3)c(-c3ccccc3)n21 (configuration not stated)	1.2	10	-1.0	-0.3	14	-10	-2	i	4	4
CCN(CC(=O)Nc1ccc(OC)cc1)C(=O)CCc1nc2ccccc2c(=O)[nH]1	0.2	-1	-0.4	-2.0	-2	-1	1	i	-1	0
CC(C)NC(=O)C12CC3CC(C1)CC(n1cnc(Cl)n1)(C3)C2	-0.1	-1	-0.4	-2.2	-4	1	-4	i	-5	1
Cc1ccc(SCC(=O)OCC(=O)NC2CCCCCC2)cc1	-0.1	0	-0.2	1.2	2	-6	1	i	-5	-1
CC1CCCN(C2(O)C(=O)Nc3ccc(Br)cc32)C1 (configuration not stated)	-0.7	-1	0.1	0.3	-1	-1	3	i	-10	-3
Cc1cccc(C)c1NC(=O)c1c(-c2ccccc2)noc1C	0.7	1	-0.6	0.5	4	3	0	i	-11	3
Cc1cccc(CNC(=O)c2ccccc2N)c1	2.4	-3	-0.7	-0.7	0	2	-2	+	-6	4
COc1ccc(NC(=O)CCN2CCN(c3ccc(F)cc3)CC2)cc1	0.1	2	-1.2	0.0	-6	-2	-3	i	5	4
CCCCc1cn(C[C@H]2CC[C@@H]([C@@H]3CC[C@H](Cn4cc(CCCC)nn4)O3)O2)nn1	-1.8	1	-0.3	-1.1	5	-3	-4	i	4	-1
CCCC(NC(=O)CCc1c(C)c2cc3c4c(oc3c(C)c2oc1=O)CCCC4)C(=O)O (configuration not stated)	0.6	1	-0.6	0.3	8	-2	1	i	4	17
Cn1c(SCC(=O)N2CCN(c3ccccc3)CC2)nnc1-c1ccncc1	0.3	3	-1.7	-0.7	-1	-3	-2	i	0	-1
CCN(CC)c1ccc(S(=O)(=O)N2CCCCC2)cc1NC(=O)C1CCC1	0.9	3	-0.5	0.6	0	-6	2	i	-6	4
Cc1ccc(-c2nc(CCN3C(=O)c4ccccc4C3=O)cs2)cc1	1.6	-3	-0.1	2.3	-4	3	4	i	-9	-8
CC(=O)Nc1ccc(Nc2nc3ccccc3nc2NS(=O)(=O)c2ccc(Cl)c([N+](=O)[O-])c2)cc1	0.4	-31	-0.1	2.9	12	-3	-9	i	2	26
